Source: PubChem BioAssay
Epigenetic reg = regulators of epigenetic silencing causing reporter derepression in mouse cells | Potency, µM (doses to about 53.9 µM), without a hit: at the highest dose GFP activation, actives largely listed as activators | hit rate 0.2% among 280,000 | murine LDR cells, GFP reporter derepression, 30 h; note: potency is the fitted concentration of half-maximal effect; % of control where 0% means no effect; nearly all actives have a fitted effect of over 60% in size
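Readout is the number of GFP-expressing murine LDR cells, counted by cytometry following washing. Cells were treated with compound for 30 h at 37 C; the stably integrated CMV-GFP locus is normally silent.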
CBFb RUNX1 block = blocks binding between human CBF-beta and RUNX1; AID 1477; Potency, µM (top dose mostly 59.8 µM), for the others: top-dose activity, negative = inhibition, usual class: inhibitors; 230,000 tested, under 10 active; Q01196+Q13951; AlphaScreen CBFb-His/RUNX1-biotin binding, biochemical; note: % of control where 0% means no effect
Target sequence (Q01196 whole entry, looked up): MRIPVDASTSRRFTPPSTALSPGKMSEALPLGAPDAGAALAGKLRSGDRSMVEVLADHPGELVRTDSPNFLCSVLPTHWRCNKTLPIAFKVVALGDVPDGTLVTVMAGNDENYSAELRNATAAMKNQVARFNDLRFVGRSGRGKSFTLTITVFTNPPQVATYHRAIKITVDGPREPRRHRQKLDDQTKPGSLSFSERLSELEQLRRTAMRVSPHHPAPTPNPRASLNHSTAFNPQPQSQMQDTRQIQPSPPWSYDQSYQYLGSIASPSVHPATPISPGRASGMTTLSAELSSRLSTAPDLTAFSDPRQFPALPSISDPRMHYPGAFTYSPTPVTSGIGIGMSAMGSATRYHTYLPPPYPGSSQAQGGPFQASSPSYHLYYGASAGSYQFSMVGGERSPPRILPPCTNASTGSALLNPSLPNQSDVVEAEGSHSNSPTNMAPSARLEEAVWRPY
Target sequence (Q13951 whole entry, looked up): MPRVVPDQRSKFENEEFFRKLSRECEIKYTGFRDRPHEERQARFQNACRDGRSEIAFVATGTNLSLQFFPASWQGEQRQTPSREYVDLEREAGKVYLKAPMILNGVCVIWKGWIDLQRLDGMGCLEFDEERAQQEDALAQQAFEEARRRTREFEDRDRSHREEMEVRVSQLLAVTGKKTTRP
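Interaction loss through any mechanism counts as activity. Pre-formed complex of His-CBF-beta and biotin-RUNX1 (30 nM apiece) is incubated with compound 15 min, then with 50 ng nickel and 50 ng streptavidin beads for 90 min before AlphaScreen detection.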
NPSR antagonist = neuropeptide S receptor (human) antagonism, cAMP; CHO-NPSR cells, cAMP TR-FRET, antagonist mode; Potency, µM (series often up to 38.3 µM), for inactives: top-dose activity change, negative = inhibition, actives largely listed as inhibitors; hit rate 1% among 220,000; note: potency is the fitted concentration of half-maximal effect; % is set by controls: 0 for no effect and ±100 for the full control effect; nearly all actives have a fitted effect of over 50% in size; many of its hits are not listed in these tables
Target sequence (Q6W5P4 whole entry, looked up): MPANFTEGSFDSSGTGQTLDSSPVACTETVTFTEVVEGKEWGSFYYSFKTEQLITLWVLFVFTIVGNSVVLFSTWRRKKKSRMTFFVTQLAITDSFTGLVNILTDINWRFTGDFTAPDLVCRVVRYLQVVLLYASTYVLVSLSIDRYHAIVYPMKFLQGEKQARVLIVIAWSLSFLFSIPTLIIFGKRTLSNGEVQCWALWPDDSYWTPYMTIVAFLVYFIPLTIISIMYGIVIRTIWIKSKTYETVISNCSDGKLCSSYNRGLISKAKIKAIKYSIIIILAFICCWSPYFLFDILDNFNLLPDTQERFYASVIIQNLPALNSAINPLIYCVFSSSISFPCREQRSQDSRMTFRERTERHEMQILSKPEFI
Lamin A splicing = modulators of lamin A splicing | Potency, µM (doses to about 46.1 µM), inactives show top-dose ratio change, negative = inhibition, hits mostly inhibitors | AID 1487 | HeLa LMNA splicing GFP/RFP minigene ratio, 48 h | hit rate 0.01% among 200,000; active = well fitted inhibition curve with a large enough effect in the signal ratio, with a control signal flat, not every such curve was filed as active; inconclusive = small, poorly fitted or top-dose-only effect, or effect the other way, or a change in a side signal; the % refers to the signal ratio; note: potency is the fitted concentration of half-maximal effect; % is set by controls: 0 for no effect and ±100 for the full control effect
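S3 HeLa stable clones carrying a lamin A-EGFP splicing minigene plus DsRed2 were seeded at 600 cells/well in Opti-MEM with 2% FBS, pin-dosed and incubated 48 h at 37°C. Acumen cytometry (488 nm) gave the GFP/RFP total-intensity ratio.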
HttQ103 aggreg = mutant huntingtin aggregation inhibition | PC12 HttQ103-GFP aggregates, Acumen cytometry, 40 h | Potency, µM (doses to about 46.1 µM), for inactives: at the highest dose activity change, negative = inhibition, actives largely listed as inhibitors | hit rate 1.1% among 220,000; note: potency is the fitted concentration of half-maximal effect; % is set by controls: 0 for no effect and ±100 for the full control effect; nearly all actives have a fitted effect of over 60% in size
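Using laser scanning cytometry, GFP-positive aggregates were counted after lysis of PC12 cells induced with 100 nM tebufenozide to express HTT exon 1 Q103–GFP. Compounds were tested in titration.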
IMPase Li cell = membrane-permeable IMPase blocker, potentiated with lithium. hit rate 0.35% among 210,000. CHO-M1 cells, IP1 TR-FRET (IP-One), carbachol + lithium. Potency, µM (titrated, usually from 59.4 µM), inactives show at the top dose activity, negative = IMPase inhibition, usual class: inhibitors;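 note: IP1 builds up when IMPase is blocked and the TR-FRET signal falls; potency is the fitted concentration of half-maximal effect; plate controls were basal vehicle for no effect and high inhibitor control for full effect; nearly all actives have a fitted effect of over 50% in size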
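Lithium-sensitised IP1 accumulation assay; M1-expressing CHO cells treated 30 min at 37C with compound. Competitive antibody detection by time-resolved FRET followed a 10 min room-temperature lysis step.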
KinaseGlo FLuc = counter-screen: inhibitors of Kinase-Glo firefly luciferase; hit rate 0.28% among 200,000; Potency, µM (series often up to 38.3 µM), inactives show top-dose activity change, negative = inhibition, most hits filed as inhibitors; AID 1379; Q27757; Kinase-Glo luciferase, ATP luminescence, 8 min; note: potency is the fitted concentration of half-maximal effect; % is set by controls: 0 for no effect and ±100 for the full control effect; nearly all actives have a fitted effect of over 60% in size
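Inhibition of Kinase-Glo luciferase light generation was assessed at 10 uM ATP in pH 7.2 imidazole buffer, with luminescence measured after eight minutes at ambient temperature.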
Numbers without * were called inactive; ? = inconclusive; . = no result given; & = joins results of further samples; [ ] = dose if it differs, or a comment. Unless noted, calls come from the whole dose curve; as a rule, active = well fitted curve in the direction sought with a large enough effect; inconclusive = small, poorly fitted or top-dose-only effect, or another doubt; inactive = no such curve, though single readings can be large; an effect the other way counts as inactive or inconclusive. Some of the compounds tested, so the mix of outcomes need not match the whole.

mol	HttQ103 aggreg	IMPase Li cell	KinaseGlo FLuc	NPSR antagonist	Epigenetic reg	CBFb RUNX1 block	Lamin A splicing
c1ccc2[nH]c3cc4ncnc4cc3nc2c1	?	18%	-9%	-47%	6.3%	13%	0%
CC(C)NC(=O)c1ccccc1N(Cc1ccccc1)S(C)(=O)=O	12%[1.84 µM]	15%[38.3 µM]	2%	-13%[46.1 µM]	-0.2%	4%	-2%
CC(=O)NC(CCS(C)(=O)=O)C(=O)Nc1c(C)cccc1C (stereo not drawn)	-17%	0%	-2%	6%	0.0%	5%	-9%
COC(=O)CNC(=O)COC(=O)/C=C/c1ccccc1[N+](=O)[O-]	-10%	-5%	2%	9%	1.6%	-12%	-9%[46 µM]
O=C(CCC(=O)N1CCN(c2ccccn2)CC1)Nc1nnc(C2CCCCC2)s1	-12%	-6%[38.3 µM]	-2%	8%[46.1 µM]	-1.9%	-3%	3%
Cc1ccc(CN2C(=O)CCC2C(=O)NC(C)C)cc1 (stereo not drawn)	13%	-1%[38.3 µM]	-2%	5%[46.1 µM]	0.9%	1%	6%
Cc1oc(C2CC2)cc1C(=O)O	17%	-1%[38.3 µM]	3%	-17%[7.67 µM]	1.9%	2%	-10%
Cc1ccc(NC(=S)NC(=O)CC2CC(C)(C)OC2=O)cc1 (stereo not drawn)	18%	-4%	4%	12%	2.5%	2%	.
CCOC(=O)C1CCN(C(=O)CSc2nccc(C)n2)CC1	9%	-1%	-1%	12%	1.1%	6%	-10%[46 µM]
Cn1cccc1CC(=O)NNC(=S)Nc1ccccc1Cl	-9%	1%	0%	1%	-4.8%	-22%	13%
Cc1cccc(N=Cc2[nH]c3ccc(Br)c(Cl)c3c2O)c1	-9%	-1%	-4%	5%	-1.8%	-11%	5%
CCCCNS(=O)(=O)c1ccc(S(=O)(=O)N2CCC3(CC2)OCCO3)cc1	5%	0%	-1%	3%	-1.0%	-22%	-17%
CC1(C)NC(=O)N(CC(=O)OCc2cc(=O)n3cc(Br)ccc3n2)C1=O	10%	-12%	2%	11%	5.5%	-2%	-6%[46 µM]
Nc1nc(SCc2ccccc2Cl)nc2nc3c(cc12)CCCC3	-2%	14%[38.3 µM]	-2%	-13%[46.1 µM]	-0.9%	11%	-8%
CC(c1ccccc1)C(CC(=O)O)C(=O)NC1CCCCC1 (stereo not drawn)	18%	1%[38.3 µM]	1%	-3%[46.1 µM]	0.0%	0%	-7%
O=S1(=O)CC2N=C(N(Cc3c(F)cccc3Cl)c3ccccc3F)SC2C1 (stereo not drawn)	21%	8%	-4%	1%	1.5%	-3%	?
Cc1ccc(-c2cn(-c3ccccc3)c3[n+]2CCCS3)cc1	1.8µM*	26%[38.3 µM]	3%&15%	-13%[46.1 µM]	?	4%&12%	?
COc1ccc(C2C3(C#N)C(N)=NC(OC)(OC)C23C#N)cc1 (stereo not drawn)	-19%	-11%	-2%	5%	0.3%	?	.
CCOC(=O)N1CCC(NC(=O)c2sc(-n3cccc3)nc2C)CC1	14%	.	.	-16%[46.1 µM]	0.0%	8%	?
COc1ccc2c(c1OC)C(=O)OC2Nc1ncc(Br)cc1Br (stereo not drawn)	-11%	-4%[38.3 µM]	-4%	-2%[46.1 µM]	0.3%	-2%	27%
COc1ccc(Cc2nc3ccc(S(=O)(=O)N4CCOCC4)cc3[nH]2)cc1	12%	3%[38.3 µM]	-1%	-3%[46.1 µM]	-0.2%	-4%	3%
COc1ccc(C(=O)C2CCCN(C(=O)/C=C/c3ccccn3)C2)c(C)c1 (stereo not drawn)	-1%[9.22 µM]	0%	.	-5%	-0.1%	8%	.
Cc1ccccc1OCCNc1ccc(C(F)(F)F)cc1[N+](=O)[O-]	-9%	-7%[38.3 µM]	-8%	-28%[46.1 µM]	-0.9%	-12%	?
CC(=O)c1sc2nsc(SCCN3CCCC3)c2c1N	4%[9.22 µM]	.	.	12%	?	-6%	.
Cc1ccccc1C(=O)NNC(=O)CSc1nnc(C)n1-c1ccccc1	0%	-4%	-2%	16%	-3.2%	4%	1%
O=C(c1ccccc1Cl)N(Cc1ccc(Cl)c(Cl)c1)N1C(=O)CCCC1=O	16%[9.22 µM]	12%	.	26%	-0.1%	17%	.
COc1ccnc(N=CNOCc2cccc(Cl)c2Cl)c1C#N	-20%	2%[38.3 µM]	1%	-8%[46.1 µM]	-4.6%	0%	-4%
O=C(Nc1ccccc1Cl)C1C2CCC3C(CCC21)C3(Cl)Cl (stereo not drawn)	-5%	3%	-1%	0%	1.0%	?	-4%
O=C(CN1CCOCC1)Nc1c(Cl)cc(Cl)cc1Cl	-14%	3%	4%	-5%	1.5%	8%	.
Cc1nn(-c2ccccc2)c(NC(=O)c2cccs2)c(-c2ccccc2Cl)c1=O	7%[9.22 µM]	.	.	17%	-1.0%	0%	.
O=C(c1cc(F)ccc1F)C1CCCN(C(=O)CCc2cnccn2)C1 (stereo not drawn)	10%[9.22 µM]	9%	-2%	-21%	1.1%	5%	.
CCNc1c([N+](=O)[O-])c(=O)oc2ccccc12	4%[9.22 µM]	-13%	-4%	2%	0.4%	3%	20%[46 µM]
Cc1ccc(N(CC(=O)Nc2ccc(C)cn2)S(=O)(=O)c2c(C)nn(C)c2C)cc1	-9%	-6%[38.3 µM]	-1%	-13%[46.1 µM]	-0.9%	4%	8%
N/C(=N\OC(=O)Cc1ccccc1)c1cccnc1	-20%	-7%[38.3 µM]	0%	-1%[46.1 µM]	0.0%	-3%	19%
Cc1ccc(C)c(NS(=O)(=O)c2cc(C(=O)NCc3ccco3)ccc2C)c1	-8%	32%[38.3 µM]	-3%	-25%[46.1 µM]	0.0%	-1%	-6%
Cc1ccc(NC(=S)NNC(=O)C2CC2c2ccc(C)cc2)cc1 (stereo not drawn)	15%[9.22 µM]	0%	2%	-13%[46.1 µM]	0.1%	-10%	-9%
Cc1ccc(C)c(NC(=S)NC(NC(=O)N(C)C)C(Cl)(Cl)Cl)c1 (stereo not drawn)	0%	4%	2%	-19%[46.1 µM]	-2.3%	3%	-2%
CCc1c(C)c2cc(Cl)c(O)c(CN(C)C)c2oc1=O	3.2µM*	?	2%	1%[46.1 µM]	-1.1%	5%	-2%
CC(=O)C1=C(c2ccccc2)OC(N)=C(C#N)C1c1ccccc1C (stereo not drawn)	?	9%	1%	?	0.0%	-1%	-4%
Cc1cc(C)n(-c2nc(NCCCN(C)C)c3c4c(sc3n2)CCCC4)n1	-9%[9.22 µM]	.	.	-58%	-2.9%	-4%	.
CN1CCCN(Cc2nc(-c3cccc(C(F)(F)F)c3)no2)CC1	-2%	7%	3%	-15%	1.3%	8%	.
Nc1nc(N)nc(-c2cc(Cl)ccc2Cl)n1	1%	.	.	.	.	3%	?
Cc1cc(Cl)cc(Cl)c1OCC(=O)NCc1ccco1	29%	-6%[38.3 µM]	-6%	-4%[46.1 µM]	1.6%	-7%	?
CC(=O)Nc1nc(C)c(Oc2cccc(C(F)(F)F)c2)c(=O)[nH]1	-13%[9.22 µM]	.	.	-1%	-1.3%	8%	.
CC(NC(=O)Cn1nc(-c2ccccc2)ccc1=O)c1ccccc1 (stereo not drawn)	8%[9.22 µM]	.	.	6%	-1.0%	10%	.
CC(C)(C)c1ccc(S(=O)(=O)N2CCC(O)(c3ccc(Cl)cc3)CC2)cc1	10%[9.22 µM]	.	.	50%	-2.9%	-1%	.
Cc1cc2ccccn2c1C(=O)c1ccc(N/N=C/c2ccc(C(=O)O)cc2)c([N+](=O)[O-])c1	-21%[9.22 µM]	.	.	-47%	-0.1%	-2%	.
CCN(CC)c1ccc(/C=N/Nc2nc3ccccc3[nH]2)cc1	?	3%	-3%	5µM*	?	?	?
O=C(NNC(=O)c1ccc(Br)o1)c1ccc(NC(=O)c2ccccc2)cc1	0%	-9%	1%	-5%	-0.1%	-6%	?
COc1cc(NC(=S)Nc2ccc(Br)cc2Cl)c(OC)cc1Cl	-2%	26%	2%	-9%	-1.0%	2%	-20%

Additional records
mol	HttQ103 aggreg	IMPase Li cell	KinaseGlo FLuc	NPSR antagonist	Epigenetic reg	CBFb RUNX1 block	Lamin A splicing
CCN(CC)S(=O)(=O)c1cccc(C(=O)/C=C2/N(C)c3ccccc3C2(C)C)c1	14%	13%	0%	-27%	0.0%	?	-3%
COC(=O)/C=c1/sc2n(c1=O)CCN=2	9%	4%[38.3 µM]	11%	4%[46.1 µM]	0.7%	5%	-2%
Cc1ccc(S(=O)(=O)NCC(=O)NCC(=O)N2CCN(c3ncccn3)CC2)cc1C	39%[9.22 µM]	.	.	18%	1.6%	9%	.
CC(NC(N)=O)C12CC3CC(CC(C3)C1)C2 (stereo not drawn)	-9%	-9%[38.3 µM]	3%	12%[46.1 µM]	-1.0%	20%	-1%
CC(=O)c1cccc(NC(=O)c2ccc(C(=O)Nc3cccc(C(C)=O)c3)nc2)c1	.	?	-2%	-47%	-1.1%	0%	21%[46 µM]
COc1cc(C(C)=O)ccc1Oc1ncnc2c1cnn2-c1ccccc1	8%	-5%	0%	-16%	0.0%	2%	-8%
Nc1cc(-c2ccc(Br)cc2)nn1Cc1ccccc1	13%[9.22 µM]	4%	-3%	24%	-5.8%	-3%	1%[46 µM]
COc1ccccc1-n1c(SCC(=O)Nc2cccc(C)c2)nc2c(c1=O)SCC2	22%	9%[38.3 µM]	14%	-14%[46.1 µM]	0.8%	-14%	-9%
COc1ccc(Cc2c(O)nc[nH]c2=O)cc1	14%	3%[38.3 µM]	-4%	2%[46.1 µM]	-0.9%	6%	6%
Cn1c(=O)n(CCc2ccccc2)c(=O)c2c1nc1n2CCCN1c1ccccc1	5%[9.22 µM]	5%[38.3 µM]	3%	-13%[46.1 µM]	-0.1%	2%	0%
O=C(COc1ccc(Cl)cc1Cl)NN1C(=O)/C(=C\c2ccc(Cl)cc2)SC1=S	-2%	-6%	-3%	10%	1.5%	-2%	.
O=C(CC1S/C(=N/N=C/c2cccs2)NC1=O)Nc1ccc(Cl)c(Cl)c1 (stereo not drawn)	-5%	7%	1%	-4%[46.1 µM]	0.0%	-1%	-10%
CCOC(=O)c1c(C)c(C(=O)Nc2ccc3c(c2)OCCO3)c(C)n1CC	-12%	-3%[38.3 µM]	-2%	-16%[46.1 µM]	0.8%	-5%	?
O=C(NC1CCCCC1)C1CCCN(S(=O)(=O)c2cccs2)C1 (stereo not drawn)	-10%	10%[38.3 µM]	0%	-1%[46.1 µM]	2.3%	3%	5%
